ADAM17 inh – inhibitors of human ADAM17. P78536. recombinant ADAM17, EDANS/DABCYL FRET peptide cleavage. inhibition, % at 6.95 µM. hit rate 0.83% among 370,000;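 active = inhibition above the mean of compounds lying between control limits plus 3 SD, set per campaign, cut at about 8.5% in these data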;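 also: 0% = DMSO-only wells as the low control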
proKLK7 act – activates the human kallikrein-7 zymogen; hit rate 0.9% among 370,000; activation, % at 7 µM; purified proKLK7, EDANS-DABCYL substrate fluorescence; 100% is mature enzyme control, 0% vehicle; P49862; AID 652039;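 active = activation above the mean of all tested compounds plus 3 SD, computed per campaign excluding outliers beyond control limits, cut at about 13% in these data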
Target sequence (P49862 whole entry, looked up): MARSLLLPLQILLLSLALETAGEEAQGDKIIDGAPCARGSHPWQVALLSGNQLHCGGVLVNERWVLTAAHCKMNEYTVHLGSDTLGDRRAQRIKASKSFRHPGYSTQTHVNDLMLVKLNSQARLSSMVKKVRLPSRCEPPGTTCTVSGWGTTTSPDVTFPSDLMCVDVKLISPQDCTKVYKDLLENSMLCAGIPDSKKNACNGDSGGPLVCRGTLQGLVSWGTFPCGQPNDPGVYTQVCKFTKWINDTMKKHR
ARFGAP1 inh – rat ARFGAP1 inhibition. Q62848. inhibition, % at 16.5 µM. Arfgap1-stimulated ARF1 GTP hydrolysis, GDP FP detection. hit rate 0.26% among 360,000;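 active = inhibition above a per-plate limit, mean inhibition of low control wells plus 3 SD, cut at about 25% in these data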;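 also: 0% = DMSO wells with enzyme and 100% = wells lacking Arfgap1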
Target sequence (Q62848 1-136 limits assumed): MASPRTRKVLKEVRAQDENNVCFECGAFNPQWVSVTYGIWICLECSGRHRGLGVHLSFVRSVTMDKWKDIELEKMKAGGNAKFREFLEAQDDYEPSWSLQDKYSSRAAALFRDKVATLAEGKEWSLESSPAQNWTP
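Assay system: Rat Arfgap1 GAP domain (His6, aa 1-136), purified enzyme | Buffer or medium: HEPES 25 mM pH 7.5, NaCl 150 mM, MgCl2, DTT | Schedule: GTP hydrolysis reaction 2 h at 25 °C | Signal: FP of antibody-bound GDP Alexa 633 tracer, ex 620/em 688 nm | Measure: Percent inhibition of Arfgap1-stimulated GTP hydrolysis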
MBD2 DNA inh – MBD2-methylated oligo binding inhibition; TR-FRET, MBD2 binding to methylated oligonucleotide; AID 686964; hit rate 0.31% among 370,000; inhibition, % at 4.4 µM; in the data active = inhibition above about 13%
Tn6 DDE FP – inhibitors of Tn6 peptide binding to human fibrin DD(E); P02675; Fibrin DD(E) TRITC-Tn6 fluorescence polarization displacement; inhibition, % at 8.3 µM; hit rate 0.21% among 370,000; AID 720509;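 active = inhibition above a per-campaign cutoff: mean of compounds within control limits plus 3 SD, cut at about 15% in these data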;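 also: 0% = median of all compound wells on the plate and 100% = blocking peptide control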
Target sequence (P02675 whole entry, looked up): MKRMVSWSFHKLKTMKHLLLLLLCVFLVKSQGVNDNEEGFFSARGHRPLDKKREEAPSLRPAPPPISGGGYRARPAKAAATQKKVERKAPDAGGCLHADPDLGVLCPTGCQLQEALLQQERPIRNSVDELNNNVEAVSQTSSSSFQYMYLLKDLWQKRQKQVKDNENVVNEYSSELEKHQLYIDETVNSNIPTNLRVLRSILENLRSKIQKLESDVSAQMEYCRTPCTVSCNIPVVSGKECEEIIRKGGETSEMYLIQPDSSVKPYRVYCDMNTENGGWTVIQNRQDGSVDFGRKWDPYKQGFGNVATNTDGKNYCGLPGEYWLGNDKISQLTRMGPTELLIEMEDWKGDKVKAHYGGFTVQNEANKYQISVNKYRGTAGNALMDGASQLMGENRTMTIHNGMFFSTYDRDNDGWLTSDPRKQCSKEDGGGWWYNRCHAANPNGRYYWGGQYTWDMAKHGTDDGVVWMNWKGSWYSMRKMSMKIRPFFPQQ
PLC-gamma1 inh – PLC-gamma1 (human) inhibition, primary screen. hit rate 0.84% among 370,000. purified PLC-gamma1, fluorogenic substrate, fluorescence. inhibition, % at 12.2 µM. P19174. AID 720700; in the data active = inhibition above about 9.5%
PLC-beta3 inh – PLC-beta3 (human) inhibition, primary screen; Q01970; Purified PLC-beta3, fluorogenic substrate, fluorescence; inhibition, % at 12.2 µM; hit rate 0.18% among 370,000; in the data active = inhibition above about 11%;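 also: 0% = median of compound wells on plate and 100% = full blocker control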
Tn7 DDE FP – inhibitors of Tn7 peptide binding to human fibrin DD(E); FP displacement of FITC-Tn7 peptide from fibrin DD(E); 0% = median of compound wells per plate; inhibition, % at 8.3 µM; hit rate 0.13% among 370,000;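 active = inhibition above the mean of compounds falling within the control limits plus 3 SD of them, cut at about 14% in these data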;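 also: 0% = plate median of compound wells and 100% = 10 µM Aha-Tn7 peptide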
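Also added: labelled Tn7 tracer, 0.1 µM; Assay system: human fibrin DD(E) protein; Amount: 2 µM fibrin DD(E); Schedule: 10 min compound pre-incubation, 3 h probe incubation at room temperature; Repeats: one replicate per compound; Read-out basis: percent inhibition; Measured by: fluorescence polarization of the labelled Tn7 tracer.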
ASAP1 inh – blocks human ASAP1-stimulated Arf1 GTP hydrolysis; hit rate 0.19% among 360,000; AID 624377; inhibition, % at 16.5 µM; GDP FP detection; in the data active = inhibition above about 25%;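 also: 0% = vehicle with enzyme and substrate and 100% = no enzyme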
UHRF1 MBD2 ctr – UHRF1 methyl-DNA binding inhibition; UHRF1 binding to methylated oligo, TR-FRET; inhibition, % at 4.4 µM; hit rate 0.75% among 370,000; AID 687016; in the data active = inhibition above about 21%;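 also: UHRF1 SRA domain binding a hemimethylated CpG hairpin DNA probe; 0% = median of test compound wells and 100% = reference inhibitor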
Numbers without * were called inactive. Outcome played no part in choosing rows; any-hit rate near 4.1%.

Screening Cc1ccc(CN2C(=O)N/C(=C/c3cc(C)n(-c4ccccn4)c3C)C2=O)cc1 returned ADAM17 inh -12, proKLK7 act -0.1, ARFGAP1 inh 3, MBD2 DNA inh 5, Tn6 DDE FP 5, PLC-gamma1 inh -37, PLC-beta3 inh -58, Tn7 DDE FP -7, ASAP1 inh 7 and UHRF1 MBD2 ctr -2.
CC(C)(C)OC(=O)NCCCC[C@H](NC(=O)c1[nH]cnc1C(=O)N[C@@H](Cc1ccccc1)C(=O)OCc1ccccc1)C(=O)OC(C)(C)C was read as ADAM17 inh 5, proKLK7 act 0.1, ARFGAP1 inh 4, MBD2 DNA inh -1, Tn6 DDE FP -9, PLC-gamma1 inh 10.0*, PLC-beta3 inh 10, Tn7 DDE FP -2, ASAP1 inh 10 and UHRF1 MBD2 ctr 2.
For O=C1N(CN2CCC3(CC2)OCCO3)c2ccccc2C12OCCCO2 the results were ADAM17 inh -2, proKLK7 act 0.4, ARFGAP1 inh -2, MBD2 DNA inh 0, Tn6 DDE FP -1, PLC-gamma1 inh 0, PLC-beta3 inh 1, Tn7 DDE FP -5, ASAP1 inh 11 and UHRF1 MBD2 ctr -2.
Screening Cc1cc(N/N=C/c2ccc(O)cc2)c2cccc(C)c2n1 returned ADAM17 inh -5, proKLK7 act 0.2, ARFGAP1 inh 18, MBD2 DNA inh 2, Tn6 DDE FP -5, PLC-gamma1 inh -76, PLC-beta3 inh -85, Tn7 DDE FP -3, ASAP1 inh 6 and UHRF1 MBD2 ctr -14.
Screening NNC(=O)c1sc2cc(C(F)(F)F)cnc2c1-c1cccnc1 returned ADAM17 inh 1, proKLK7 act -0.2, ARFGAP1 inh -1, MBD2 DNA inh 1, Tn6 DDE FP 4, PLC-gamma1 inh -4, PLC-beta3 inh -4, Tn7 DDE FP -4, ASAP1 inh 6 and UHRF1 MBD2 ctr -2.
O=C(COCc1cc(-c2ccc3c(c2)OCO3)on1)N1CCN(c2ccc(F)cc2)CC1 was read as ADAM17 inh -4, proKLK7 act 0.0, ARFGAP1 inh 9, MBD2 DNA inh 0, Tn6 DDE FP 4, PLC-gamma1 inh -3, PLC-beta3 inh -6, Tn7 DDE FP 0, ASAP1 inh -16 and UHRF1 MBD2 ctr -1.
For COc1ccc(OCCSc2ncccn2)cc1 the results were ADAM17 inh -2, proKLK7 act -0.2, ARFGAP1 inh -12, MBD2 DNA inh 1, Tn6 DDE FP 5, PLC-gamma1 inh -1, PLC-beta3 inh -2, Tn7 DDE FP 1, ASAP1 inh 6 and UHRF1 MBD2 ctr -1.
For CCc1ccc(-c2cc(C)no2)cc1S(=O)(=O)NCc1ccc(OC)c(OC)c1 the results were ADAM17 inh -3, proKLK7 act 0.4, ARFGAP1 inh 2, MBD2 DNA inh 0, Tn6 DDE FP 5, PLC-gamma1 inh -1, PLC-beta3 inh -3, Tn7 DDE FP 1, ASAP1 inh -4 and UHRF1 MBD2 ctr -1.
CCCCC(=O)NC1(C(F)(F)F)C(=O)N(Cc2ccco2)C(C)=C1C(=O)OC (stereo not given) was read as ADAM17 inh -5, proKLK7 act 0.0, ARFGAP1 inh 0, MBD2 DNA inh 3, Tn6 DDE FP 0, PLC-gamma1 inh -7, PLC-beta3 inh -1, Tn7 DDE FP 0, ASAP1 inh 5 and UHRF1 MBD2 ctr 2.
`O=C(NCc1ccccc1CN1CCCC1)C1CCN(C(=O)c2ccc(F)cc2)CC1` gave ADAM17 inh 5, proKLK7 act 0.8, ARFGAP1 inh 8, MBD2 DNA inh -1, Tn6 DDE FP 5, PLC-gamma1 inh 5, PLC-beta3 inh 0, Tn7 DDE FP -4, ASAP1 inh -6 and UHRF1 MBD2 ctr -1.
O=S(=O)(Nc1ccc2c(c1)OCCO2)c1cccs1 was read as ADAM17 inh -2, proKLK7 act -0.2, ARFGAP1 inh 0, MBD2 DNA inh 1, Tn6 DDE FP -4, PLC-gamma1 inh -1, PLC-beta3 inh 3, Tn7 DDE FP -1, ASAP1 inh -3 and UHRF1 MBD2 ctr 1.
For CCCCNc1nnc(CCn2nc(C)c(Br)c2C)s1 the results were ADAM17 inh -1, proKLK7 act 0.2, ARFGAP1 inh -4, MBD2 DNA inh 2, Tn6 DDE FP 1, PLC-gamma1 inh 0, PLC-beta3 inh 0, Tn7 DDE FP 5, ASAP1 inh -17 and UHRF1 MBD2 ctr 6.
For Cc1cc2c3c([nH]c2cc1S(=O)(=O)N1CCC2(CC1)OCCO2)CC(C)(C)CC3=O the results were ADAM17 inh -1, proKLK7 act 0.4, ARFGAP1 inh 14, MBD2 DNA inh 1, Tn6 DDE FP -2, PLC-gamma1 inh 0, PLC-beta3 inh -7, Tn7 DDE FP 4, ASAP1 inh -5 and UHRF1 MBD2 ctr -1.
O=C(NCCN1CCC(n2c(=O)[nH]c3ccccc32)CC1)c1ccc(F)c(F)c1 was read as ADAM17 inh -5, proKLK7 act 0.1, ARFGAP1 inh 3, MBD2 DNA inh -2, Tn6 DDE FP 5, PLC-gamma1 inh -1, PLC-beta3 inh 0, Tn7 DDE FP 6, ASAP1 inh -1 and UHRF1 MBD2 ctr -2.
`Cn1ncc(Br)c1C(=O)NC(=S)N1CCN(c2ccccn2)CC1` gave ADAM17 inh 0, proKLK7 act 0.4, ARFGAP1 inh -13, MBD2 DNA inh -8, Tn6 DDE FP -1, PLC-gamma1 inh -1, PLC-beta3 inh 4, Tn7 DDE FP 3, ASAP1 inh -5 and UHRF1 MBD2 ctr -3.
COc1ccccc1C(c1nnnn1C(C)(C)C)N1CCCCCC1 (stereo not given) was read as ADAM17 inh 2, proKLK7 act 0.2, ARFGAP1 inh 3, MBD2 DNA inh -1, Tn6 DDE FP -6, PLC-gamma1 inh -4, PLC-beta3 inh 0, Tn7 DDE FP -5, ASAP1 inh -4 and UHRF1 MBD2 ctr 4.
Screening COc1ccccc1N(C)S(=O)(=O)c1ccc(C(=O)OCC(=O)Nc2ccccc2F)cc1 returned ADAM17 inh -2, proKLK7 act 0.4, ARFGAP1 inh 7, MBD2 DNA inh 4, Tn6 DDE FP 4, PLC-gamma1 inh 1, PLC-beta3 inh -9, Tn7 DDE FP 5, ASAP1 inh -6 and UHRF1 MBD2 ctr 1.
For N=c1n(CCN2CCCCC2)c2ccccc2n1CC(=O)c1cccc([N+](=O)[O-])c1 the results were ADAM17 inh -5, proKLK7 act 0.2, ARFGAP1 inh 3, MBD2 DNA inh 0, Tn6 DDE FP -7, PLC-gamma1 inh 3, PLC-beta3 inh 0, Tn7 DDE FP -5, ASAP1 inh 6 and UHRF1 MBD2 ctr -15.
Screening CCN(CC)C(=O)Cc1c(OC)ccc2cc(Br)ccc12 returned ADAM17 inh 2, proKLK7 act -0.1, ARFGAP1 inh -6, MBD2 DNA inh 2, Tn6 DDE FP 4, PLC-gamma1 inh 0, PLC-beta3 inh 1, Tn7 DDE FP 0, ASAP1 inh 9 and UHRF1 MBD2 ctr 4.
Screening O=C(CN1CCN(c2ccccn2)CC1)Nc1ccc(Cl)c(C(F)(F)F)c1 returned ADAM17 inh -1, proKLK7 act 0.4, ARFGAP1 inh -3, MBD2 DNA inh 0, Tn6 DDE FP 2, PLC-gamma1 inh 0, PLC-beta3 inh 0, Tn7 DDE FP -2, ASAP1 inh 12 and UHRF1 MBD2 ctr -1.
`COc1ccc(C)cc1NC(=O)C(OC(=O)CNC(=O)c1ccc(Oc2ccccc2)cc1)c1ccccc1` (stereo not given) gave ADAM17 inh 2, proKLK7 act 0.4, ARFGAP1 inh 9, MBD2 DNA inh -5, Tn6 DDE FP -6, PLC-gamma1 inh -1, PLC-beta3 inh 0, Tn7 DDE FP -9, ASAP1 inh 1 and UHRF1 MBD2 ctr -1.
`NS(=O)(=O)c1ccc(N/C=C\C(=O)c2ccc(F)cc2)cc1` gave ADAM17 inh -7, proKLK7 act 1.3, ARFGAP1 inh 23, MBD2 DNA inh -1, Tn6 DDE FP -4, PLC-gamma1 inh -33, PLC-beta3 inh -60, Tn7 DDE FP -10, ASAP1 inh 4 and UHRF1 MBD2 ctr -3.
Cc1noc(C)c1CSc1ncnc2sc(C)c(C)c12 was read as ADAM17 inh 3, proKLK7 act 0.3, ARFGAP1 inh -9, MBD2 DNA inh -7, Tn6 DDE FP -5, PLC-gamma1 inh 2, PLC-beta3 inh 2, Tn7 DDE FP 1, ASAP1 inh 7 and UHRF1 MBD2 ctr 0.
Screening COc1ccccc1OCCSc1nc2ccccc2n1CCO returned ADAM17 inh -2, proKLK7 act -0.1, ARFGAP1 inh -5, MBD2 DNA inh 0, Tn6 DDE FP -2, PLC-gamma1 inh 0, PLC-beta3 inh 0, Tn7 DDE FP -3, ASAP1 inh -10 and UHRF1 MBD2 ctr -1.
`COC(=O)C1CN(Cc2cn(Cc3ccccc3)nn2)CCS(=O)(=O)N1Cc1ccc(OC)cc1` (stereo not given) gave ADAM17 inh -3, proKLK7 act -0.1, MBD2 DNA inh 2, Tn6 DDE FP 0, PLC-gamma1 inh 0, PLC-beta3 inh 0, Tn7 DDE FP -9 and UHRF1 MBD2 ctr -1.
For CC(NC(=S)Nc1ccc(Cl)cc1Cl)C(c1cccs1)N1CCCC1 (stereo not given) the results were ADAM17 inh 0, proKLK7 act -0.5, ARFGAP1 inh -2, MBD2 DNA inh -4, Tn6 DDE FP -1, PLC-gamma1 inh 6, PLC-beta3 inh 4, Tn7 DDE FP 0, ASAP1 inh 10 and UHRF1 MBD2 ctr -5.

4 consecutive entries from above:
Screening O=C(CN1CCN(c2ccccn2)CC1)Nc1ccc(Cl)c(C(F)(F)F)c1 returned ADAM17 inh -1, proKLK7 act 0.4, ARFGAP1 inh -3, MBD2 DNA inh 0, Tn6 DDE FP 2, PLC-gamma1 inh 0, PLC-beta3 inh 0, Tn7 DDE FP -2, ASAP1 inh 12 and UHRF1 MBD2 ctr -1.
`COc1ccc(C)cc1NC(=O)C(OC(=O)CNC(=O)c1ccc(Oc2ccccc2)cc1)c1ccccc1` (stereo not given) gave ADAM17 inh 2, proKLK7 act 0.4, ARFGAP1 inh 9, MBD2 DNA inh -5, Tn6 DDE FP -6, PLC-gamma1 inh -1, PLC-beta3 inh 0, Tn7 DDE FP -9, ASAP1 inh 1 and UHRF1 MBD2 ctr -1.
`NS(=O)(=O)c1ccc(N/C=C\C(=O)c2ccc(F)cc2)cc1` gave ADAM17 inh -7, proKLK7 act 1.3, ARFGAP1 inh 23, MBD2 DNA inh -1, Tn6 DDE FP -4, PLC-gamma1 inh -33, PLC-beta3 inh -60, Tn7 DDE FP -10, ASAP1 inh 4 and UHRF1 MBD2 ctr -3.
Cc1noc(C)c1CSc1ncnc2sc(C)c(C)c12 was read as ADAM17 inh 3, proKLK7 act 0.3, ARFGAP1 inh -9, MBD2 DNA inh -7, Tn6 DDE FP -5, PLC-gamma1 inh 2, PLC-beta3 inh 2, Tn7 DDE FP 1, ASAP1 inh 7 and UHRF1 MBD2 ctr 0.

Screening data (PubChem)
